Assay outcomes (PubChem BioAssay)
JMJD2A Tudor inh – blocks the human JMJD2A Tudor domain | Potency, µM (titrated, usually from 114 µM), without a hit: at the top dose activity change, negative = inhibition, most hits filed as inhibitors | O75164 | 390,000 compounds, 4.4% hits | AlphaScreen JMJD2A-Tudor / H3K4me3 peptide binding; further: potency means the concentration at half of the fitted maximal effect; on the % scale 0 is the no-effect control and ±100 the full control effect; nearly all actives have a fitted effect of over 50% in size
BAZ2B inh – blocks human BAZ2B | Q9UIF8 | AlphaScreen BAZ2B-H3K14Ac peptide displacement | Potency, µM (doses to about 114 µM), for inactives: at the top dose activity change, negative = inhibition, hits mostly inhibitors | 360,000 compounds, 4.4% hits | AID 504333; further: potency means the concentration at half of the fitted maximal effect; on the % scale 0 is the no-effect control and ±100 the full control effect; nearly all actives have a fitted effect of over 60% in size
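AlphaScreen displacement of biotin-H3(5-23)K14Ac peptide (50 nM final) from BAZ2B (50 nM final) in PBS pH 7.4, 0.01% Tween-20; complex preformed 30 min RT, then compounds (top 110 uM) 30 min RT, beads 20 min dark.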
Pin1 inhibitor – inhibitors of human Pin1; Q13526; AID 504891; 390,000 compounds, 0.009% hits; Pin1 FP peptide displacement, HiFluor488, 10 min; Potency, µM (titrated, usually from 115 µM), without a hit: at the highest dose activity, negative = inhibition, hits mostly inhibitors; active means well fitted inhibition curve with a large enough effect in the polarisation, with a control signal flat, not every such curve was filed as active; inconclusive means small, poorly fitted or top-dose-only effect, or effect the other way, or a change in a side signal; inactive means no such curve, though single readings can be large or run the other way; the % refers to the polarisation; further: potency means the concentration at half of the fitted maximal effect; on the % scale 0 is the no-effect control and ±100 the full control effect
Target sequence (Q13526 whole entry, looked up): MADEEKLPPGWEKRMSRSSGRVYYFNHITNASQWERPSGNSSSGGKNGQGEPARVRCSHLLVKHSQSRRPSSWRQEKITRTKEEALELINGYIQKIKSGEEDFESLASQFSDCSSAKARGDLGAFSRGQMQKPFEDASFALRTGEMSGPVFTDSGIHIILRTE
Tb PGK inh – T. brucei PGK inhibition; P07378; Potency, µM (series often up to 57.5 µM), without a hit: at the highest dose activity change, negative = inhibition, hits mostly inhibitors; PGK/GAPDH coupled, Kinase-Glo luminescence, 60 min; AID 602233; 380,000 compounds, 0.043% hits; further: potency means the concentration at half of the fitted maximal effect; on the % scale 0 is the no-effect control and ±100 the full control effect; nearly all actives have a fitted effect of over 60% in size
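Recombinant glycosomal PGK reaction used 1,3-bisphosphoglycerate generated in-well by GAPDH (100nM final) in 100mM TEA pH 7.6, 5mM MgCl2, 0.01% Tween-20. After 60 minutes at room temperature, ATP was read by Kinase-Glo Plus luminescence end-point.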
GLS inhibitor – inhibitors of human glutaminase (GLS); O94925; GLS enzymatic activity, qHTS titration; Potency, µM (doses to about 45.5 µM), inactives show at the highest dose activity change, negative = inhibition, usual class: inhibitors; 410,000 compounds, 0.21% hits; AID 624170; further: potency means the concentration at half of the fitted maximal effect; on the % scale 0 is the no-effect control and ±100 the full control effect
Target sequence (O94925 whole entry, looked up): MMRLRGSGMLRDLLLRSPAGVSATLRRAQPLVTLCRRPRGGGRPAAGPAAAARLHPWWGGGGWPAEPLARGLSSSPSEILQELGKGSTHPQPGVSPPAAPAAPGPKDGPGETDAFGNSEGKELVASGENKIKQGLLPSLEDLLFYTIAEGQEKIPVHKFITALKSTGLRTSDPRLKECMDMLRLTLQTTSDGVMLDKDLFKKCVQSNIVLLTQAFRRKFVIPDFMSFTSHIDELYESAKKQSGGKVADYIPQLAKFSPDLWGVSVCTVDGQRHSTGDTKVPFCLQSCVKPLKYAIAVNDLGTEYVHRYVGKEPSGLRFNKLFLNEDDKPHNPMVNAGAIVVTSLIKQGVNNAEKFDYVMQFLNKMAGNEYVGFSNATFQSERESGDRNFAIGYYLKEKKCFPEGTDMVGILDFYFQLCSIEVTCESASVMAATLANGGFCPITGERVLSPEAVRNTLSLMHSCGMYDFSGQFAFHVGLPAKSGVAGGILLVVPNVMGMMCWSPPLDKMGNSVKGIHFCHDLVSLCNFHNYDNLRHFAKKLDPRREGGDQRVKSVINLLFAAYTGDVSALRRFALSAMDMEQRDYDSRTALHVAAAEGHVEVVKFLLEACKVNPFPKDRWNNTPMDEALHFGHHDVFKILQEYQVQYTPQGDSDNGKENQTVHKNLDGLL
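Two-point fluorescence kinetic (t0, 30 min RT) for hKGA; glutamate detected via glutamate oxidase–HRP–Amplex Red. Substrate: 1 mM L-glutamine solution; buffer 45 mM KH2PO4, pH 8.2.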
ERG-DNA inh – blocks human ERG Ets domain binding to DNA; P11308; fluorescence polarization, His-ERG Ets domain / labelled DNA; Potency, µM (top dose mostly 76.9 µM), without a hit: at the highest dose FP activity, negative = inhibition, usual class: inhibitors; 370,000 compounds, 0.028% hits; AID 624246; active means well fitted inhibition curve with a large enough effect in the polarisation, with a control signal flat; inconclusive means small, poorly fitted or top-dose-only effect, or effect the other way, or a change in a side signal; inactive means no such curve, though single readings can be large or run the other way; the % refers to the polarisation;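 further: polarization taken with two DNA probes labelled with fluorescein and Texas red; potency means the concentration at half of the fitted maximal effect; % of control where 0% means no effect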
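His-tagged ERG Ets domain (1 uM in the protein solution; 300mM KCl, 50mM Tris-HCl, 1mM EDTA, 1mM DTT, pH 7.5) received compound, then a probe mix of 5 nM fluorescein-DNA and 100nM Texas-615-DNA. Fluorescence polarization was read for both dyes.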
PI4K2A block – PI4K2A (human) kinase inhibition; Q9BTU6; purified PI4K2A, ADP-Glo luminescence, 1 h; hits give low values; activity change, negative = inhibition, % at 76.9 µM; AID 1346378; 420,000 compounds, 0.13% hits; in the data active means activity change below about -50%; inconclusive means mostly about -30% to -49%;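 further: -100% = wells without enzyme as full effect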
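In this quantitative HTS, ADP production by PI4K2A was quantified luminescently after 1 h at ambient temperature; 100 microM adenosine served as plate-quality control.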
HP1b binding inh – HP1-beta chromodomain-methylated histone interaction inhibition. P83916. Potency, µM (titrated, usually from 114 µM), without a hit: at the highest dose activity change, negative = inhibition, hits mostly inhibitors. 390,000 compounds, 0.56% hits. AlphaScreen HP1-beta / biotin-H3K9me3 peptide binding; further: potency means the concentration at half of the fitted maximal effect; nearly all actives have a fitted effect of over 70% in size; inactives centre near 23
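AlphaScreen: HP1-beta (50 nM) preformed 30 min with biotin-H3(1-18)K9me3 peptide (50 nM) in PBS pH 7.4, 0.01% Tween-20. Compound added for 30 min at RT, then streptavidin donor/nickel chelate acceptor beads (10 ug/mL) for 30 min.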
G9a block – blocks human histone lysine methyltransferase G9a; 350,000 compounds, 8.8% hits; Q96KQ7; Potency, µM (doses to about 102 µM), for inactives: top-dose activity, negative = inhibition, actives largely listed as inhibitors; G9a H3K9 monomethylation, AlphaScreen, 2 h; further: potency means the concentration at half of the fitted maximal effect; on the % scale 0 is the no-effect control and ±100 the full control effect; nearly all actives have a fitted effect of over 75% in size
Target sequence (Q96KQ7 913-1193 limits assumed): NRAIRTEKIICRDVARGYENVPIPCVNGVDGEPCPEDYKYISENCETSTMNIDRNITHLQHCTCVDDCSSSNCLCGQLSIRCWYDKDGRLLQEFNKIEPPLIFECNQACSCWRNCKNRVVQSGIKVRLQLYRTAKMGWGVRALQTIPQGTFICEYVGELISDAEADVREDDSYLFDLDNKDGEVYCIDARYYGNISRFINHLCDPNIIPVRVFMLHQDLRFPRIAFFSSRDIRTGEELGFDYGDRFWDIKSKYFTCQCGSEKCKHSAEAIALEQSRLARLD
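Readings reflect AlphaScreen signal from monomethyl-H3K9 antibody detection. HMT at 20 nM; substrate b-H3K9 500 nM; cofactor SAM 20 uM; 2 h RT reaction; compounds tested as titrations in qHTS with 15 min preincubation.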
The depositor's hits bear a star; i = inactive; u = inconclusive; x = no result given; [ ] = remark or other dose. Unless noted, the call rests on the fitted dose curve; in most records, active means well fitted curve in the direction sought with a large enough effect; inconclusive means small, poorly fitted or top-dose-only effect, or another doubt; inactive means no such curve, though single readings can be large; an effect the other way counts as inactive or inconclusive.

SMILES	JMJD2A Tudor inh	BAZ2B inh	Pin1 inhibitor	Tb PGK inh	GLS inhibitor	ERG-DNA inh	PI4K2A block	HP1b binding inh	G9a block
COc1ccc(C2C(C(=O)N3CCOCC3)=C(C)NC3=C2C(=O)CC(C)(C)C3)cc1O (stereo unspecified)	-9%	-13%	3%	2%	20%	-3%	0	26%	u
COc1ccc(CNC(=O)[C@H](C)NC(=O)C2CCN(C(=O)[C@H](CCSC)NC(=O)OC(C)(C)C)CC2)cc1	-10%	7%	-1%	i	4%	-2%	-1	14%	-13%[12.7 µM]
COc1ccc(CCN2C(=S)N(C)C(=O)C2CC(=O)Nc2ccc(F)cc2)cc1 (stereo unspecified)	-8%	1%	46%[activator]	-4%	-2%	2%	-4	8%	-3%
CCOC(=O)c1ccc(NC(=O)c2nc(SC)ncc2Cl)cc1	-5%	1%	-12%	-5%	2%	4%	-3	26%	0%
NC(=O)c1ccc(NC(=O)Nc2ccc3c(c2)OCO3)cc1	-14%	-6%	1%	-7%	9%	1%	-1	10%	23%
COC(=O)CC(c1ccccc1F)N1Cc2ccccc2C1=O (stereo unspecified)	-9%	-15%	-11%	2%	12%	5%	0	19%	8%
O=C(c1ccccc1-c1ccccc1)N1CCOCC1	-13%	11%	u	i	-11%	-4%	0	53%[activator]	10%[12.7 µM]
CCC(C)NC(=O)Cn1cnc2sc(C)c(S(=O)(=O)N3CCCCC3)c2c1=O (stereo unspecified)	-34%	2%	-4%	-4%	-9%	2%	-5	10%	-8%
COc1cc(C(=O)OCC(=O)N2CCCCCC2)c([N+](=O)[O-])cc1OC	1%	x	0%	-6%	0%	1%	-2	32%	x
COc1ccc(/C=C/C(=O)O/N=C(\N)c2ccccc2)cc1OC	6%	10%	2%	-9%	15%	1%	4	46%[activator]	23%[59 µM]
O=C(COC(=O)c1cc(Br)ccc1O)NC1CCCCCC1	-13%	1%	-10%	3%	0%	32%[activator]	-4	34%	-28%
COc1cccc(C=NCCNC(=O)c2nonc2N)c1O	-19%	-33%	2%	-5%	63%[activator]	1%	-2	11%	u
COc1cc(NC(=O)Cn2nc3c(cc2=O)CC(C)CC3)cc(OC)c1OC (stereo unspecified)	-15%	9%	-4%	-7%	-9%	1%	-1	11%[57 µM]	11%[59 µM]
O=C(Nc1cc(Cl)cc(Cl)c1)N1CCN(C(=O)C2CCCO2)CC1 (stereo unspecified)	-3%	-1%	4%	-9%	-4%	18%	1	14%	x
O=C(CN1C(=O)C2C3c4ccccc4C(c4ccccc43)C2C1=O)Nc1ccccc1C(=O)O (stereo unspecified)	-12%	4%	-12%	0%	u	1%	2	25%	0%[59 µM]
Cc1ccc(COC(=O)c2nn(C)c(=O)c3ccccc23)cc1	27%	1%	-1%	-1%	5%	2%	-2	30%	7%
NS(=O)(=O)c1ccc(CCNC(=O)Cc2ccc(Cl)cc2)cc1	-14%	4%	5%	-10%	6%	-6%	-2	14%	x
CCOc1cc(NC(=O)C2CCCO2)c(OCC)cc1NC(=O)C1CC1 (stereo unspecified)	-14%	-38%	1%	i	-14%	-1%	3	22%	-54%[12.7 µM]
O=C(COC(=O)CC1CC2CCC1C2)NCc1ccccc1 (stereo unspecified)	6%	x	-6%	-9%	-3%	-7%	2	30%	x
Cc1cc(/C=N/NC(=O)c2cccnc2)c(C)n1CC(C)C	-18%	-29%	28%	7%	-5%	6%	3	25%	-19%
C/C(=C\C(=O)c1ccccc1)Nc1ccc(Br)c(Cl)c1	-4%	111%[activator]	3%	5%	0%	6%	3	-3%	294%[activator]
Cc1ccc(C)c(S(=O)(=O)n2nc(C)c(S(=O)(=O)N3CCC(C)CC3)c2C)c1	u	-23%	-2%	-20%	0%	0%	12	5%[57 µM]	4%[59 µM]
O=C(NCCCn1ccnc1)c1cc(-c2cccs2)on1	-21%	7%	-1%	-2%	11%	2%	1	23%	-8%[59 µM]
COc1ccc(/C=C2\SC(=O)N(CCNC(=O)C3CSC4(C)CCC(=O)N34)C2=O)cc1 (stereo unspecified)	-32%	1%	0%	-5%	0%	1%	4	7%	10%[0.501 µM]
COc1ccc(NC(=O)c2ccc3c(c2)N(Cc2cccc(Cl)c2)C(=O)c2ccccc2S3=O)cc1Cl (stereo unspecified)	-11%	-9%	19%	-1%	-11%	1%	-1	42%[activator]	-21%[59 µM]
Cc1cc(OCC(=O)Nc2ccccc2N2CCCC2)ccc1C(C)C	-26%	-30%	-2%	6%	13%	-4%	-1	4%	u
Cc1ccc(N2CCN(C(=S)Nc3ccccc3)CC2)cc1	-16%	0%	-1%	u	11%	2%	-4	36%	-4%
O=C(Nc1cccc(Cl)c1)c1nc[nH]c1C(=O)NCCCCNC(=O)c1[nH]cnc1C(=O)Nc1cccc(Cl)c1	-8%	x	-4%	-10%	5%	-4%	-5	36%	x
COc1ccc(-c2n[nH]c(C)c2-c2ccccc2OC)c(O)c1	-31%	u	-2%	-3%	0%	5%	1	6%[57 µM]	2%
CC1=C(C(=O)Nc2ccccc2Cl)C(c2cccc(O)c2)n2ncnc2N1 (stereo unspecified)	-10%	-13%	-3%	-9%	22%	-4%	-1	23%[57 µM]	-34%[59 µM]
COc1ccc(C2/C(=C(/O)c3ccc(Br)cc3)C(=O)C(=O)N2C)cc1 (stereo unspecified)	-9%	5%	-3%	-10%	6%	10%	1	29%	x
Cc1cc2nnc(SC3CCOC3=O)n2c2ccccc12 (stereo unspecified)	10µM*	6%	0%	5%	-8%	-6%	-6	15%	10µM*
O=c1[nH]nc(CNc2ccc(OC(F)(F)F)cc2)c2ccccc12	-11%	-19%	-3%	-8%	16%	9%	-1	45%[activator]	-6%
CCOC(=O)c1cc(-c2ccccc2C)n(Cc2cc(C)no2)n1	-23%	2%	0%	2%	-1%	-6%	0	16%	-5%[0.501 µM]
COc1ccc(C/C(C)=N/NC(=S)Nc2ccc(C(C)C)cc2)cc1	7.9µM*	-36%	-7%	8%	1%	-3%	0	22%	7.9µM*
CC(c1ccccc1)C1C(C#N)=C(N)OC2=C1C(=O)CC(C)(C)C2 (stereo unspecified)	-21%	0%	-8%	i	x	0%	6	33%[activator]	-2%
O=C(Cc1ccc(S(=O)(=O)N2CCCCC2)cc1)NCc1ccc(Cl)cc1	-2%	2%	-9%	3%	3%	4%	-3	40%[activator]	-8%[59 µM]
CN(C)/C=C/C(=O)c1cc(F)cc(C(F)(F)F)c1	-15%	-14%	-1%	5%	12%	9%	2	-3%	13%
CC1=C(C(=O)OCC2CCCCC2)C(c2ccc(F)cc2)NC(=O)N1 (stereo unspecified)	-17%	-18%	-1%	4%	-2%	-11%	0	29%	10%
O=C1CCCN1c1ccc(S(=O)(=O)Oc2cccc(Cl)c2)cc1[N+](=O)[O-]	-33%	-36%	-2%	7%	6%	1%	2	-19%	4%

2 compounds from above, reduced to Tb PGK inh, GLS inhibitor and ERG-DNA inh:
structure,Tb PGK inh,GLS inhibitor,ERG-DNA inh
COc1ccc(C2/C(=C(/O)c3ccc(Br)cc3)C(=O)C(=O)N2C)cc1 (stereo unspecified),-10%,6%,10%
Cc1cc2nnc(SC3CCOC3=O)n2c2ccccc12 (stereo unspecified),5%,-8%,-6%

The results go on.
SMILES	JMJD2A Tudor inh	BAZ2B inh	Pin1 inhibitor	Tb PGK inh	GLS inhibitor	ERG-DNA inh	PI4K2A block	HP1b binding inh	G9a block
O=C(COc1ccccc1Cl)NNC(=O)c1ccc2c(=O)n3c(nc2c1)CCC3	-10%	5%	3%	-9%	11%	-1%	-1	41%[activator]	10%[2.33 µM]
Brc1ccc(-c2noc(CCc3ccccc3)n2)cc1	139%[activator]	x	1%	2%	1%	-1%	-7	200%[activator]	x
CCc1ccc(/C=C(\Cl)c2nc3cc(Cl)ccc3c(=O)[nH]2)cc1	8%	3%	-7%	i	1%	5%	-3	33%	-5%[59 µM]
O=C(O)c1ccc(/C=C/c2nc3sc4c(c3c(=O)[nH]2)CCC4)cc1	-8%	-2%	u	-2%	10%	-5%	-1	u	u
CCOc1ccc2[nH]cc(C(=O)NCc3ccccc3)c(=O)c2c1	-12%	-5%	-6%	-14%	-4%	3%	4	18%	x
COc1ccc(OC)c(CNC(=O)c2ccc(-c3nc(CSc4ccccc4)c(C)o3)cc2)c1	-21%	u	8%	6%	2%	-2%	2	9%	-40%[59 µM]
CC1(C)CC(=O)C2=C(C1)N(c1ccccc1)C(=O)C2(O)C(F)(F)F (stereo unspecified)	-1%	-4%	-1%	7%	26%	13%	3	22%	10%[59 µM]
O=S(=O)(NCc1cccc(C(F)(F)F)c1)NCc1ccccc1F	7%	3%	-8%	-8%	-5%	1%	1	40%[activator]	-3%
O=C1C(c2ccccc2)NC(=S)N1C1CCCCC1 (stereo unspecified)	-4%	-13%	-3%	i	-3%	4%	-1	18%	u
Cc1ccc(C(=O)OCC(=O)Nc2ccc(C(N)=O)cc2)s1	-2%	-4%	3%	-6%	-7%	1%	-4	12%	4%[12.7 µM]
Cc1cc(NCCCOC(C)C)n2c(nc3ccccc32)c1C#N	-5%	9%	19%	-2%	-1%	-19%	3	59%[activator]	x
COCCn1c(SCC(=O)c2c[nH]c3ccccc23)nc2cc(C(=O)NC(C)C)ccc2c1=O	-17%	-3%	u	-2%	6%	9%	-2	21%	-5%[59 µM]
CCOC(=O)C(C)c1c(C)[nH]c(=S)[nH]c1=O (stereo unspecified)	-15%	4%	-4%	-7%	9%	0%	14	30%	23%[12.7 µM]
COc1ccc(C2C(C#N)=C(N)Oc3cc4c(cc32)OCO4)cc1 (stereo unspecified)	u	-32%	u	x	8%	x	0	-7%	u
